14-3-3g Raf: modulators of 14-3-3 gamma protein binding, primary screen, biochemical, fluorescence polarization. 14-3-3 protein gamma (Homo sapiens), P61981. FP, 14-3-3gamma / TMR-pS259-Raf peptide binding. inhibition, % at 40 µM. 0.19% of 160,000 active; in the data active = inhibition above about 30%;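 also: 0% = protein plus tracer without compound and 100% = blank with tracer alone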
Target sequence (P61981 whole entry, looked up): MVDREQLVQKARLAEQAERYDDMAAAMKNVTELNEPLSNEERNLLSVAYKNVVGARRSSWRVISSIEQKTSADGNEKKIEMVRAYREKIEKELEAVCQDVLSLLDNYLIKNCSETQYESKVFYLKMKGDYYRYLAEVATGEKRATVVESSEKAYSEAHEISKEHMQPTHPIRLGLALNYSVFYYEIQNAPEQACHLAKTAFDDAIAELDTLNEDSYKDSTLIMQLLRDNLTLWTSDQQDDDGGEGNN
Numbers without * were called inactive; & = joins results of further samples. A portion of the library (hit frequency here may not be typical).

14-3-3g Raf,structure
-8.2,CCOc1ccc(N2C(=O)C(N3C(=O)c4ccccc4C3=O)C2c2cccc(OC)c2)cc1 (configuration not stated)
5.9,Cc1ccc(-n2[nH]c(C)c(/C=N/c3ccccn3)c2=O)cc1
-8.7,CCOC(=O)c1cnc2c(C)cc(C)cc2c1Nc1ccc(C)cc1
-5.2,O=C(NCC(c1cccnc1)N1CCN(c2ccccc2F)CC1)OCc1ccccc1 (configuration not stated)
-16.6,CCN(CC)C(=O)c1c[nH]c2ccc(S(=O)(=O)Nc3cccc(SC)c3)cc2c1=O
-138.5,COc1ccc(CCNC(=O)c2ccc3c(c2)nc(C)n3-c2ccc(C(C)C)cc2)cc1OC
-7.3,COc1ccc(Br)cc1C1NC(C(=O)O)CS1 (configuration not stated)
-7.7,CCCn1c(=NC(=O)c2cc(OC)cc(OC)c2)c(C(=O)OCC)cc2c(=O)n3ccccc3nc21
2.5,O=C(CSc1nnc(Cc2cc(=O)[nH]c(=O)[nH]2)n1-c1ccccc1)N1CCCC1
0.7,O=P(Cc1cccc(CP(=O)(c2ccccc2)c2ccccc2)n1)(c1ccccc1)c1ccccc1
-20.6,CCCOc1ccc(-c2cc(C(=O)N3CCCCCC3)c3ccccc3n2)cc1
1.2&-4.0,O=C(c1ccco1)N1CCN(S(=O)(=O)c2ccc3c(c2)CCN3C(=O)C2CC2)CC1
0.1,COc1ccc(C2C(C(=O)Nc3ccc(OC)c(OC)c3)CCC(=O)N2c2ccc(OC)cc2)cc1 (configuration not stated)
-18.8,COc1cccc(C2/C(=C(\O)c3ccccc3)C(=O)C(=O)N2c2nc3ccccc3s2)c1 (configuration not stated)
-15.1,COc1cc(C(=O)OCC(=O)c2c[nH]c3ccccc23)ccc1OCC(=O)N1CCOCC1
-3.4,CC(=O)N1CCc2cc(S(=O)(=O)NC(C(=O)Nc3ccc4c(c3)OCO4)C(C)C)ccc21 (configuration not stated)
-29.8,O=C(CSc1nc2ccccc2n1-c1ccccc1)NCCc1ccccc1
-1.3,COCCNC(=O)c1c[nH]c2ccc(S(=O)(=O)N(C)c3ccc(Cl)cc3)cc2c1=O
-0.9,CNC(=O)CN1C(=O)CSc2ccccc21
2.4,O=C(CCC(=O)N1CCc2ccccc2C1)Nc1nc(-c2cc3ccccc3oc2=O)cs1
-6.8,CCOC(=O)C1=NNC2C(=O)N(c3ccccc3C)C(=O)C12 (configuration not stated)
11.5,O=C(O)c1ccccc1C(=O)Nc1ccccc1O
-1.3,Cc1csc(NC(=O)c2ccccc2O)n1
-2.3,CC1CCCCN1CC(=O)NCc1ccc2c(c1)OCO2 (configuration not stated)
-7.9,CCOc1ccc(-n2ccnc2SCC(=O)Nc2ccc(C)c(Cl)c2)cc1
-1.2,O=C(NCCN1CCOCC1)Nc1ccc(Cl)cc1Cl
-25.3,CCOC(=O)C1CCCN(CCC(=O)Nc2ccc3c(c2)OCO3)C1 (configuration not stated)
-8.3,C=COCCNC(=O)Nc1ccc(Cl)cc1Cl
5.7,O=C1OC(Nc2ccc([N+](=O)[O-])cc2O)c2ccccc21 (configuration not stated)
-6.2,COc1cc(C=Nc2ccc3[nH]c(=O)[nH]c3c2)ccc1OC(C)=O

Shown tab-delimited: entries from further up.
smiles	14-3-3g Raf
O=C(c1ccco1)N1CCN(S(=O)(=O)c2ccc3c(c2)CCN3C(=O)C2CC2)CC1	1.2&-4.0
COc1ccc(C2C(C(=O)Nc3ccc(OC)c(OC)c3)CCC(=O)N2c2ccc(OC)cc2)cc1 (configuration not stated)	0.1
COc1cccc(C2/C(=C(\O)c3ccccc3)C(=O)C(=O)N2c2nc3ccccc3s2)c1 (configuration not stated)	-18.8
COc1cc(C(=O)OCC(=O)c2c[nH]c3ccccc23)ccc1OCC(=O)N1CCOCC1	-15.1
CC(=O)N1CCc2cc(S(=O)(=O)NC(C(=O)Nc3ccc4c(c3)OCO4)C(C)C)ccc21 (configuration not stated)	-3.4
O=C(CSc1nc2ccccc2n1-c1ccccc1)NCCc1ccccc1	-29.8
COCCNC(=O)c1c[nH]c2ccc(S(=O)(=O)N(C)c3ccc(Cl)cc3)cc2c1=O	-1.3

Next structures follow:
14-3-3g Raf,structure
2.5,COc1ccc(OC)c(CN2CCC(N3CCCCCC3)CC2)c1
-6.2,COc1ccc(C2CC(c3ccc(OC)cc3)n3nc(NC(=O)c4ccco4)nc3N2)cc1 (configuration not stated)
2.0,O=C(Nc1ccccc1C(=O)OC1CCOC1=O)c1ccco1 (configuration not stated)
-8.0,COc1ccc(C=NC2=NN(c3cccc(C(F)(F)F)c3)CC2)cc1
2.6,O=C(NC1CCCc2ccccc21)C1CCN(S(=O)(=O)N2CCOCC2)CC1 (configuration not stated)
2.1,COc1ccc(Cl)cc1C(=O)Nc1ccc(S(=O)(=O)NC(C)=O)cc1
-13.0,COc1ccc(C2NC(C(=O)O)Cc3c2[nH]c2ccccc32)cc1COc1ccc([N+](=O)[O-])c(C)c1 (configuration not stated)
17.4,CCCc1ccc(OCCNC(=O)c2ccc3ccccc3n2)cc1
-8.7,CCOc1ccc(NC(=O)Cn2nnc(-c3ccccc3NC(=O)C3CC3)n2)cc1
2.6,COc1ccc(S(=O)(=O)CCC(=O)NC23CC4CC(CC(C4)C2)C3)cc1
5.5,CCCOc1ccccc1C1NC(=O)NC(C)=C1C(=O)OCCOC(C)C (configuration not stated)
-4.7,Cc1ccc(S(=O)(=O)NC(C(=O)N2CCOCCOCCOCC2)C(C)C)cc1 (configuration not stated)
5.3,NS(=O)(=O)c1ccc(CCNC(=O)c2cccc([N+](=O)[O-])c2)cc1
-18.4&-18.5,CCOC(=O)c1ccc(NC(=O)CCC(=O)OC)cc1
4.0,CC(C)C1N=C2c3ccccc3N=C(SCC(=O)c3ccc(F)cc3)N2C1=O (configuration not stated)
-5.3,Cc1ccccc1Cn1c(CN2CCC(C)CC2)nc2c1c(=O)n(C)c(=O)n2C
2.3,O=c1cc(CO)oc(C(Nc2ccccn2)c2ccc(F)cc2)c1O (configuration not stated)
-0.8,CCOC(=O)c1ccc(N2CN(CCc3ccccc3)CNC2=S)cc1
-7.5,O=C(CN1CCCN(Cc2ccc(F)cc2Cl)C1=O)NCc1ccccc1
-5.5,Cc1cccc(OCc2nnc(SCC(=O)Nc3cc(C)on3)n2C)c1
-47.7,O=C(c1ccc([N+](=O)[O-])s1)N1CCc2ccccc2C1
-1.2,COc1ccc(C2N(c3ccccc3)CCN2c2ccccc2)cc1[N+](=O)[O-]
-4.5,Cc1ccc(NC(=O)CSC2=NN3CCCC(=O)N=C3S2)cc1
-16.0,COC(=O)CSc1nc(-c2ccccc2)cc(-c2cccc(F)c2)c1C#N
-21.0,COc1ccccc1CNC(=O)c1ccc2c(=O)[nH]c3c(C(=O)NCC4CCCO4)sc(=S)n3c2c1 (configuration not stated)
-3.5,COc1cccc(C2C(C(=O)OCc3ccccc3)=C(C)Nc3ncnn32)c1OC (configuration not stated)
-6.0,O=c1cc[nH]c2ccccc12
-10.6,COc1cccc(-c2cc(C(=O)Nc3ccc(C#N)cc3)no2)c1
1.8,Cc1ccc(S(=O)(=O)N2CCOCC2)cc1C(=O)O
9.4,Cc1cc(NC(=O)c2noc3c2CC(C(C)(C)C)CC3)nn1Cc1ccc(Cl)cc1 (configuration not stated)

A second format for three compounds above:
CCOC(=O)c1cnc2c(C)cc(C)cc2c1Nc1ccc(C)cc1
- 14-3-3g Raf: -8.7

O=C(NCC(c1cccnc1)N1CCN(c2ccccc2F)CC1)OCc1ccccc1 (configuration not stated)
- 14-3-3g Raf: -5.2

CCN(CC)C(=O)c1c[nH]c2ccc(S(=O)(=O)Nc3cccc(SC)c3)cc2c1=O
- 14-3-3g Raf: -16.6

Remaining list, next part
14-3-3g Raf,structure
-4.4,O=C1c2cc(F)ccc2NNC12CCCCCC2
-6.5,Cc1oc2c(c(C)cc3oc(=O)c(C)c(C)c32)c1-c1ccccc1
2.8,CC1=C(C(=O)Nc2ccccc2C)C(c2ccc(C)o2)NC(=S)N1 (configuration not stated)
6.2,COCCNC(=O)CSc1nc2ccccc2c(=O)n1Cc1ccc2c(c1)OCO2
-0.2,CSc1nsc(SCC(=O)N2CCN(c3ccccc3)CC2)n1
-2.5,Cc1ccc(S(=O)(=O)N2CCN(S(=O)(=O)c3ccccc3)C2C(C)C)cc1 (configuration not stated)
-13.2,CC1CCc2c(sc(NC(=O)C(F)(F)F)c2C(=O)Nc2ccc(Br)cc2)C1 (configuration not stated)
-5.2,CC1CCCCC1NC(=O)CC(C(=O)N1CCc2ccccc21)n1ccnc1 (configuration not stated)
-1.6,O=C(NC(C(=O)N1CCOCC1)C12CC3CC(CC(C3)C1)C2)c1ccc([N+](=O)[O-])cc1 (configuration not stated)
3.0,Cc1cc(C)c(C)c(S(=O)(=O)NCc2cccnc2)c1C
-2.5,Cc1cc2oc(=O)cc(Cn3ccnc3)c2cc1C
-2.6,O=C(Cc1ccccc1)NCCc1nc2ccccc2n1Cc1ccccc1F
-2.5,COc1ccc(CC(=O)NC(C)c2nnc(SCc3nc4ccccc4c(=O)[nH]3)n2C)cc1 (configuration not stated)
2.9,O=C1OC(Nc2ccc(Br)cc2)c2ccccc21 (configuration not stated)
1.1,CC(=O)NC1=NN(C(C)=O)C2(S1)C(=O)N(C(C)=O)c1ccccc12 (configuration not stated)
-3.4,S=c1[nH]nc(C2COc3ccccc3O2)o1 (configuration not stated)
-21.0,COc1cc(N=c2oc3c(C)ncc(COC(C)=O)c3cc2C(=O)Nc2ccc(C)cc2)cc(OC)c1
-2.2,O=S(=O)(c1ccc2c(c1)OCCO2)N1CCC(c2nc3ccc(Cl)cc3[nH]2)CC1
-4.5,O=C(NC1CC2CCCC(C1)N2CC(=O)N1CCCc2ccccc21)C1CCCCC1 (configuration not stated)
5.4,Cc1onc(-c2ccccc2Cl)c1C(=O)Nc1ccc(Br)cc1
-34.1&-68.5,CCCc1cc(-n2ccnc2C)n2c(nc3ccccc32)c1C#N
-17.4,O=c1c2ccccc2nc(C=Cc2ccccc2)n1Cc1ccccc1
-17.9,CCc1ccc(NC(=O)C2CCC(=O)N(c3ccc(OC)cc3)C2c2ccc(OC)c(OC)c2)cc1 (configuration not stated)
-2.2,Cn1c2ccccc2c2c(C(=O)N3CCC(N4CCCCC4)CC3)cn(C3CCCCC3)c(=O)c21
-8.3,COc1ccc(C(=O)Nc2ccc(S(N)(=O)=O)cc2)cc1OC
-4.5,Cc1ccc(C(=O)Nc2ccc(C(=O)O)cc2)cc1S(N)(=O)=O
-5.6,COc1ccc(C(C)=O)cc1COC(=O)c1ccc2c(c1)OCO2
-31.5,C=CCSc1nnc2c(n1)OC(c1ccc(Cl)cc1)Nc1ccccc1-2 (configuration not stated)
-4.5,O=C(COC(=O)c1ccc(Br)o1)Nc1nc2ccccc2s1
-15.5,COCCCNC(=O)c1cnn2c(C)c(Cc3cccc(Cl)c3)c(C)nc12
-3.5,C=C(C)Cn1c(C(C)O)nc2ccccc21 (configuration not stated)
-13.6,O=C(CSc1nc2c(c(=O)n1-c1ccccc1)SCC2)OCc1ccccc1
-29.9,Cc1ccc2cc(CN(C(=O)c3cccnc3)C(C)C)c(=O)[nH]c2c1
9.2,CC(C)Oc1ccccc1C1CC(=O)Nc2cc3c(cc21)OCO3 (configuration not stated)
-1.3,CC(Nc1cc(N2CCNCC2)ccc1[N+](=O)[O-])C12CC3CC(CC(C3)C1)C2 (configuration not stated)
-0.7,CC12C(=O)N(c3nccs3)C(=O)C1C1C=CC2C1 (configuration not stated)
-4.8,CC(C)(C)n1ncc2c(=O)n(CC(=O)NCc3ccc(F)cc3)cnc21
-2.5,Cc1ccccc1C(=O)N1CCN(c2ccc(NC(=O)c3ccco3)cc2Cl)CC1
-1.6,CCOC(=O)c1c(NC(=O)c2ccccc2OCC)sc(C)c1C
-3.0,C=CCNC(=O)NC(=O)COC(=O)CCCSc1nc2ccccc2[nH]1
-108.8,O=C(c1cccn2c(=O)c3c4c(sc3nc12)CCCC4)N1CCc2ccccc2C1
2.9,O=C1C2C(c3ccccc3)C=CC(c3ccccc3)C2C(=O)N1c1cccc(Cl)c1 (configuration not stated)
-6.7,CC1=C(C(=O)OCc2ccccc2)C(c2ccc(F)cc2)NC(=O)N1 (configuration not stated)
-0.9,COc1ccc2oc(=O)c(NC(=O)c3ccc(Cl)cc3)cc2c1
-10.4,CCOc1ccc2[nH]c(=O)c(C(c3nnnn3Cc3ccco3)N3CCCC(C)C3)cc2c1 (configuration not stated)
-12.1,CC(C)(C)n1nc2c(c1NC(=O)c1cccc(F)c1)CS(=O)(=O)C2
-2.1,Cn1nc(C(=O)NCc2cccnc2)c2ccccc2c1=O
-1.5,O=C(c1ccco1)N1CCN(C(=O)C2CC(c3ccc(Cl)c(Cl)c3)=NO2)CC1 (configuration not stated)
-4.6,Cc1nonc1NC(=O)c1cccs1
0.9,O=C1CCCc2c1cc(C(=O)Nc1cccc([N+](=O)[O-])c1)c(=O)n2-c1ccccc1
-0.9,COc1ccc2cc(C34CC5CC(CC(C5)C3)C4)ccc2c1
-5.8,COc1ccc(C2=NN(C(=O)CCC(=O)O)C(c3ccc(Cl)cc3)C2)cc1OC (configuration not stated)
1.0,O=C(CSc1ccccc1C(=O)O)Nc1ccccc1F
-2.4,Cc1ccccc1NC(=O)c1cc2c(CO)cnc(C)c2oc1=Nc1ccc(C#N)cc1
-5.5,COC(=O)C1=C(C)NC(C)=C(C(=O)OC)C1c1ccc(OCc2ccccc2)cc1
-3.3,COc1cccc(-n2c(=O)c3c(C)c(C(=O)N(C)C)sc3n(CC(=O)Nc3cccc(C)c3)c2=O)c1
-8.9,COc1ccc(-n2c(=O)c3c(n4c(=S)[nH]nc24)-c2ccccc2CC32CCCC2)cc1
8.2,Cc1ccc(C(=O)COC(=O)c2cc(=O)[nH]c3ccccc23)cc1C
-1.3,COc1ccc(Cl)cc1S(=O)(=O)N1CCN(CC(=O)Nc2cccc(C(F)(F)F)c2)CC1
-2.6,COc1nc(-c2ccc(C)cc2)ccc1-c1noc(-c2cccnc2)n1
-3.9,O=C(NC1CCCC1)C(c1ccccc1F)N(C(=O)c1ccco1)C1CCCC1 (configuration not stated)

Screens: PubChem BioAssay, Emory University Molecular Libraries Screening Center
